WRN helicase inh – WRN helicase (human) inhibition. Q14191. WRN helicase unwinding, fluorescent forked duplex, kinetic. Potency, µM (doses to about 114 µM), for the others: at the highest dose activity change, negative = inhibition, hits mostly inhibitors. 360,000 compounds, 0.46% hits; further: potency means the concentration at half of the fitted maximal effect; on the % scale 0 is the no-effect control and ±100 the full control effect; nearly all actives have a fitted effect of over 55% in size
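Kinetic fluorescence helicase assay: unwinding of a quenched forked DNA duplex (100 nM final) with 2 mM ATP final raises red fluorescence (525/598 nm). Compounds sat 15 min at room temperature with 20 nM WRN beforehand.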
PI5P4K alpha inh – blocks human PI5P4K alpha kinase activity. P48426. PI5P4Kalpha enzyme, ADP-Glo luminescence, 60 min; stronger effect = lower value. max response, %. AID 652105. 330,000 compounds, 1.2% hits; active means max response of -50% or lower; inconclusive means between -30% and -50%; inactive means -30% or higher; further: value at the top dose of about 77 µM; on the % scale 0 is the no-effect control and ±100 the full control effect
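Reactions run in 0.038 M HEPES pH 7.4, 0.28 mM EGTA, 0.1% CHAPS and 5% DMSO, with PI5P4Kalpha, substrate, compound and 5 microM ATP final, one hour at room temperature. Readout is ADP-Glo luminescence.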
PLK1 PBD block – blocks phosphopeptide binding to human PLK1 polo-box domain | P53350 | AID 720504 | 360,000 compounds, 2.8% hits | Plk1 PBD binding of FITC phosphopeptide, fluorescence polarization | Potency, µM, inactives show max response, negative = inhibition, hits mostly inhibitors; further: potency means the concentration at half of the fitted maximal effect; series mostly up to about 57 µM; on the % scale 0 is the no-effect control and ±100 the full control effect; nearly all actives have a fitted effect of over 65% in size
EPAC1 ag – activates human EPAC1 exchange factor. EPAC1 agonist qHTS, biochemical assay; response scale: 100% = response to 6.5 mM cAMP. Potency, µM (titrated, usually from 154 µM), for the others: top-dose activation, hits mostly activators. 360,000 compounds, 0.073% hits; further: potency means the concentration at half of the fitted maximal effect; nearly all actives have a fitted effect of over 60% in size
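Multi-concentration qHTS readout: loss of Rap1B-bound BODIPY-GDP fluorescence driven by 100 nM EPAC1 with excess GDP (50 uM), monitored kinetically at room temperature; agonist response expressed relative to 6.5 mM cAMP.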
CCT modulator – changes cytosolic chaperonin activity; purified chaperonin ATPase assay, HTRF ADP detection, 30 min; activity change, % (test concentration not listed), hits read low; 360,000 compounds, 0.3% hits; AID 651819; in the data active means activity change below about -30%; further: on the % scale 0 is the no-effect control and ±100 the full control effect
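Nucleotide hydrolysis assay: TRiC at 20–40 nM final (set by batch activity) with 10 uM ATP, 30 min at 37 °C, in presence of 76 uM compound. Detection by competitive ADP HTRF, 30 min ambient.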
IL-2 act – IL-2 activation; IL-2 activation reporter assay, cell-based qHTS; stimulated with anti-CD3/CD4/CD28 beads; in transgenic mouse T cells; activation, % (series mostly up to about 46 µM); 360,000 compounds, 0.065% hits; in the data active means activation above about 50%; inconclusive means mostly about 30% to 49%; further: 0% is about no effect
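Readout is EGFP and DsRed signal by fluorescent plate cytometry after 18 h at 37 degrees C. Transgenic mouse T cells (750/well) received compound for 60 min before bead stimulation (anti-CD3, anti-CD4, anti-CD28); memory T cells served as non-tolerant control.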
EPAC2 agonist – EPAC2 (human) agonism. Potency, µM (highest dose often 154 µM), inactives show top-dose activation, most hits filed as activators. EPAC2 activation, biochemical qHTS; response scale: 100% = 6.5 mM cAMP response. 360,000 compounds, 0.079% hits. Q8WZA2. AID 720711; further: potency means the concentration at half of the fitted maximal effect; nearly all actives have a fitted effect of over 50% in size
Target sequence (Q8WZA2 whole entry, looked up): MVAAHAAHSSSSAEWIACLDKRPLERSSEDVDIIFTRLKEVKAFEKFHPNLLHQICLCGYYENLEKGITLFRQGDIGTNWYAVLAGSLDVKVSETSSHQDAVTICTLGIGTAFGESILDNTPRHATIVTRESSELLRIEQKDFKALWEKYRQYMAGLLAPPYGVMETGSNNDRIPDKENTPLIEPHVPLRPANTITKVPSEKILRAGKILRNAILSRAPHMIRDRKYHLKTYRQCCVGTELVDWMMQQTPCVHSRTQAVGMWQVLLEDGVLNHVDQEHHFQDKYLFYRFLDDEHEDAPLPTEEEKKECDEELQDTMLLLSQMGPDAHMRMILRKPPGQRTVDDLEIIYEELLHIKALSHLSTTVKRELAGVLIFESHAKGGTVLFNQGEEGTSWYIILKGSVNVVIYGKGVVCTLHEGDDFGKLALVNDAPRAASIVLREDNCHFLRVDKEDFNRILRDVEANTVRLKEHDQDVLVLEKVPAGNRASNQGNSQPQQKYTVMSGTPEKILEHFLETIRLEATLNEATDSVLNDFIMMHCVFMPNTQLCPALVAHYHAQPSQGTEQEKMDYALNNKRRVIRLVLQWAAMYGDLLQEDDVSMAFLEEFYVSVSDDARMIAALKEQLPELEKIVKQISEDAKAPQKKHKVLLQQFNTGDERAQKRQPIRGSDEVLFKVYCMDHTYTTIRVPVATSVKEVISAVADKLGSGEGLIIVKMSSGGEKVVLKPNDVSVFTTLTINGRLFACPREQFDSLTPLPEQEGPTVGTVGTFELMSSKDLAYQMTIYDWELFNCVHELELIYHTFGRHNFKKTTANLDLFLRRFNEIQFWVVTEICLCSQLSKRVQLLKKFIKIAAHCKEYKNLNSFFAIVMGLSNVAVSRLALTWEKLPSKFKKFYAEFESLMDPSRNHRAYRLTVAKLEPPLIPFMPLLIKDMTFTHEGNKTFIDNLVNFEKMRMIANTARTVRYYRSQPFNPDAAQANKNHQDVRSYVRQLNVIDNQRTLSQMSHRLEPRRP
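Nucleotide exchange monitored as fluorescence drop when BODIPY-GDP leaves Rap1B. Reaction: 100 nM EPAC2, 250 nM RAP1B-BODIPY-GDP, 50 uM GDP, room temperature, kinetic read over 30 min. Activity expressed relative to 6.5 mM cAMP.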
EPAC1 antagonist – blocks human EPAC1 exchange factor | 360,000 compounds, 0.14% hits | EPAC1 GEF assay, Rap1b-BODIPY-GDP exchange fluorescence | AID 720709 | Potency, µM (titrated, usually from 115 µM), for the others: top-dose activity change, negative = inhibition, usual class: inhibitors | O95398;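 further: potency means the concentration at half of the fitted maximal effect; plate controls were vehicle for no effect and positive control for full effect; nearly all actives have a fitted effect of over 50% in size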
* marks the source's active call; other numbers are inactive results; u = inconclusive; x = not tested or not shown; [ ] = dose if it differs, or a comment. Unless noted, the call rests on the fitted dose curve; in most records, active means well fitted curve in the direction sought with a large enough effect; inconclusive means small, poorly fitted or top-dose-only effect, or another doubt; inactive means no such curve, though single readings can be large; an effect the other way counts as inactive or inconclusive. The list is partial; count on the stated rates, not on these rows.

SMILES	WRN helicase inh	PI5P4K alpha inh	PLK1 PBD block	EPAC1 ag	CCT modulator	IL-2 act	EPAC2 agonist	EPAC1 antagonist
O=C(CN1CCN(Cc2ccc(Cl)cc2)C1=O)N1CCC2(CC1)OCCO2	7%	-4	-1%	-2%	-2.3	0.2	-2%	8%
CCC(=NCc1ccco1)c1c(O)n(-c2ccccc2)c(=O)[nH]c1=O	-6%	1	-1%	9%	-4.1	-0.1	1%	0%
CCCc1nnc(NC(=O)CCC(=O)N2CCC3(CC2)OCCO3)s1	-25%	-5	-18%	-1%	-1.9	0.2	6%	-1%
COc1ccc(Cn2c(O)c(C=NCCCn3ccnc3)c(=O)[nH]c2=O)cc1	-13%	6	-12%	-20%	0.9	-0.3	1%	-3%
CCOc1ccc(C=C2C(=O)NC(=S)NC2=O)cc1OCC	u	u	8.4µM*	-4%	-18	0.1	6%	-23%
Cc1ccc(C[n+]2c(-c3ccc(C)cc3)cc(-c3ccc(C)cc3)cc2-c2ccc(C)cc2)cc1	-5%	u	-11%	-4%	-0.5	-0.3	3%	-7%
OC1(c2ccccc2F)CC2CCC(C1)N2CCN1CCOCC1 (stereo not drawn)	-2%	-3	-13%	-11%	-0.8	-1.5	3%	-16%
N/C(=N\[N+](=O)[O-])NCCCC(NC(=O)CNC(=O)c1ccccc1)C(=O)O (stereo not drawn)	7%	0	-24%	-2%	-1.0	0.1	4%	3%
COc1ccc(C2=NS(=O)(=O)N(C)C(C(=O)N3CCC4(CC3)OCCO4)=C2)cc1OC	1%	1	-21%	2%	-1.0	-0.3	-3%	4%
COc1ccccc1CCNCc1cccc(C(F)(F)F)c1	14%	-8	2%	-1%	-1.3	0.2	14%	5%
CC(Cc1ccccc1)NC(=O)C(c1ccc(N)cc1)c1ccc(N)cc1 (stereo not drawn)	4%	-3	2%	-4%	-9.7	0.6	-3%	-20%
CCP(=S)(CC)c1ccc(N(C)C)cc1	-3%	-6	u	5%	-0.1	0.5	10%	7%
Cc1c(C(=O)O)cc(-c2ccccc2)n1Cc1ccccc1	3%	4	-1%	1%	-2.2	0.6	-3%	-1%
Cc1cc(C)cc(N2C(=O)NC(=O)/C(=C\C=C\c3ccco3)C2=O)c1	50µM*	-30	1.7µM*	4%	1.2	-0.4	-3%	u
Cc1ccc(S(=O)(=O)CC(=O)c2cc(C)c(OC(=O)N(C)C)c(C)c2)cc1	-17%	1	-1%	-4%	1.1	1.1	5%	6%
O=C(Nc1cccc(C(F)(F)F)c1)c1cccn(Cc2ccc3c(c2)OC(F)(F)O3)c1=O	-10%	18	0%	-8%	-2.9	-1.0	4%	-13%
CCc1cccc(CC)c1N(COC)C(=O)CCl	5%	3	-9%	-1%	-1.6	-3.1	8%	-6%
COc1ccc2c(c1OC)C(=O)OC2C1c2cc3c(cc2CCN1C)OCO3 (stereo not drawn)	2%	-3	-5%	4%	-2.2	0.0	6%	-16%
CCc1nc2ccccc2c(=O)n1-c1ccccc1OC	5%	0	-13%	4%	-1.0	-2.0	1%	-3%
COc1ccc(CC2(CCc3ccncc3)C(=O)NC(=O)NC2=O)cc1OC	-6%	-3	-9%	-1%	1.3	0.0	3%	-3%
Cc1ccccc1N1CCN(C2CCCN(C(=O)COc3ccccc3)C2)CC1 (stereo not drawn)	-32%	1	-7%	-3%	0.0	-3.2	14%	-23%
CC(C)c1ccc(OCC(=O)N2CCN(C)CC2)c(Br)c1	-3%	x	-13%	7%	-1.2	-0.5	4%	-1%
O=C(Nc1cccc(Cl)c1)OC1CN2CCC1CC2 (stereo not drawn)	5%	2	1%	9%	0.2	-0.1	9%	11%
O=C(Cn1ncc2c3ccccc3n(Cc3ccccc3F)c2c1=O)N1CCC2(CC1)OCCO2	-3%	3	-10%	13%	-1.0	0.3	9%	-4%
C[C@@H]1C(=O)O[C@@H]2[C@H](O)C34[C@@H]5OC(=O)C3(O[C@H]3OC(=O)[C@H](O)C34[C@H](C(C)(C)C)[C@H]5O)[C@@]12O (stereo partly drawn)	4%	0	-15%	-12%	-2.9	0.1	6%	-1%

Compound profiles, as listed above:
Results for `OC1(c2ccccc2F)CC2CCC(C1)N2CCN1CCOCC1` (stereo not drawn) → WRN helicase inh: -2%; PI5P4K alpha inh: -3; PLK1 PBD block: -13%; EPAC1 ag: -11%; CCT modulator: -0.8; IL-2 act: -1.5; EPAC2 agonist: 3%; EPAC1 antagonist: -16%
Results for `CCP(=S)(CC)c1ccc(N(C)C)cc1` → WRN helicase inh: -3%; PI5P4K alpha inh: -6; PLK1 PBD block: u; EPAC1 ag: 5%; CCT modulator: -0.1; IL-2 act: 0.5; EPAC2 agonist: 10%; EPAC1 antagonist: 7%
Results for `COc1ccc(C2=NS(=O)(=O)N(C)C(C(=O)N3CCC4(CC3)OCCO4)=C2)cc1OC` → WRN helicase inh: 1%; PI5P4K alpha inh: 1; PLK1 PBD block: -21%; EPAC1 ag: 2%; CCT modulator: -1.0; IL-2 act: -0.3; EPAC2 agonist: -3%; EPAC1 antagonist: 4%

Entries listed so far that contain a CF3 group:
SMILES	WRN helicase inh	PI5P4K alpha inh	PLK1 PBD block	EPAC1 ag	CCT modulator	IL-2 act	EPAC2 agonist	EPAC1 antagonist
COc1ccccc1CCNCc1cccc(C(F)(F)F)c1	14%	-8	2%	-1%	-1.3	0.2	14%	5%
O=C(Nc1cccc(C(F)(F)F)c1)c1cccn(Cc2ccc3c(c2)OC(F)(F)O3)c1=O	-10%	18	0%	-8%	-2.9	-1.0	4%	-13%

2 compounds from above, limited to IL-2 act, WRN helicase inh and CCT modulator:
SMILES,IL-2 act,WRN helicase inh,CCT modulator
CC(Cc1ccccc1)NC(=O)C(c1ccc(N)cc1)c1ccc(N)cc1 (stereo not drawn),0.6,4%,-9.7
CCP(=S)(CC)c1ccc(N(C)C)cc1,0.5,-3%,-0.1

Following part.
SMILES	WRN helicase inh	PI5P4K alpha inh	PLK1 PBD block	EPAC1 ag	CCT modulator	IL-2 act	EPAC2 agonist	EPAC1 antagonist
CCOC(=O)C(NC(=O)C(Cc1ccc(N(CCCl)CCCl)cc1)NC(C)=O)C(C)C (stereo not drawn)	-4%	-1	-5%	5%	-6.5	-0.3	4%	-2%
Cn1c(=O)cc(OCCCC(=O)N2CCC3(CC2)OCCO3)c2ccccc21	-4%	2	-8%	2%	-0.1	-1.7	3%	-7%
C=CCn1c(O)c(/C(C)=N/N2CCN(C)CC2)c(=O)[nH]c1=O	7%	2	-11%	1%	-1.7	-3.1	15%	3%
COc1ccc(-c2[nH]ncc2CNC(C)Cc2cccc(C)n2)cc1F (stereo not drawn)	18%	0	-11%	0%	0.6	-2.8	3%	u
CC(O)C1C=CC=CC(=O)OC2CC3OC4C5OC5(C)CCC4(COC(=O)C4OC4(C)C(O)CO1)C2(C)C31CO1 (stereo not drawn)	7%	-3	-1%	-7%	-1.0	-7.3	-2%	9%
CN1C(=O)N(C)C(=O)C(CCc2ccncc2)(CCc2ccncc2)C1=O	-4%	1	1%	15%	-2.4	-0.6	6%	1%
CN1CCN2c3ccc(N)cc3CC3(C(=O)NC(=O)NC3=O)C2C1 (stereo not drawn)	u	1	-6%	7%	2.0	-0.2	9%	u
Cc1ccc(NP(=O)(Oc2ccccc2)Oc2ccccc2)cc1	-12%[57.1 µM]	2	-5%	5%	1.5	0.8	0%	-23%
OCC#CC[N+]1(CC#Cc2ccccc2)CCOCC1	2%	1	-10%	5%	0.3	2.0	-4%	4%
CCC1=Nc2cc(C(=O)N3CCC4(CC3)OCCO4)ccc2Sc2ccc(C)cc21	-11%	1	1%	4%	-1.4	-0.7	6%	-11%
NC(=S)N/N=C/c1coc2ccccc2c1=O	-21%	u	-9%	12%	-2.2	0.3	8%	-11%
O=[N+]([O-])c1ccc(-c2ccccc2)c([As](=O)(O)O)c1	-4%	-16	-21%	11%	0.4	-3.1	9%	-8%
CCOc1ccc(N2C(=O)CC(=O)NC2=O)cc1	-9%	-6	-7%	1%	0.7	0.0	4%	-9%
CCOC(=O)c1c(N)n(Cc2ccco2)c2nc3ccccc3nc12	-16%	-5	-16%	2%	0.3	-4.6	2%	2%
CC1CCC/C=C/C2CC(O)CC2C(O)/C=C/C(=O)O1 (stereo not drawn)	-7%	6	6%	-10%	-6.3	0.5	3%	-9%
O=C1Nc2ccc(Br)cc2C(c2ccccc2)=NC1O (stereo not drawn)	-7%	-3	0%	3%	2.1	-0.4	9%	4%
O=C1C(=Cc2cn(-c3ccccc3)nc2-c2ccc(OCc3ccc(Cl)cc3)cc2)SC(=S)N1CCS(=O)(=O)O	14µM*	u	u	7%	-0.3	0.6	25%	u
Cc1ccccc1OP(N)(=O)Oc1ccccc1C	-2%	-4	-9%	6%	-2.9	1.0	3%	-26%
CCC[N+]12CCC(CC1)C(=C(c1ccccc1)c1ccccc1)C2	-9%	2	2%	-6%	-2.9	-0.5	3%	-14%
CCOc1ccccc1-n1c(O)c(C=NCCCn2ccnc2)c(=O)[nH]c1=O	-15%	3	4%	2%	-6.6	-0.2	6%	15%
CN1CCC(N(C)c2ncnc3ccc(Br)cc23)CC1	6%	1	-9%	3%	-16	-0.4	22%	-17%
Cc1ccc2c(c1)C1CN(C)CCC1N2C(=O)c1ccc(Br)o1 (stereo not drawn)	10%	-10	-3%	-3%	-0.8	-0.5	13%	-7%

Some of these compounds in order of count of non-hydrogen atoms, largest number first:
SMILES	WRN helicase inh	PI5P4K alpha inh	PLK1 PBD block	EPAC1 ag	CCT modulator	IL-2 act	EPAC2 agonist	EPAC1 antagonist
CN1C(=O)N(C)C(=O)C(CCc2ccncc2)(CCc2ccncc2)C1=O	-4%	1	1%	15%	-2.4	-0.6	6%	1%
Cc1ccc2c(c1)C1CN(C)CCC1N2C(=O)c1ccc(Br)o1 (stereo not drawn)	10%	-10	-3%	-3%	-0.8	-0.5	13%	-7%
NC(=S)N/N=C/c1coc2ccccc2c1=O	-21%	u	-9%	12%	-2.2	0.3	8%	-11%
